Compound activity: PubChem BioAssay, National Center for Advancing Translational Sciences (NCATS)
EPAC1 agonist: activates human EPAC1 exchange factor | O95398 | EPAC1 agonist qHTS, biochemical assay; response scale: 100% = response to 6.5 mM cAMP | Potency, µM (top dose mostly 154 µM), for the others: at the highest dose activation, most hits filed as activators | 360,000 tested, 0.073% active | AID 720707; further: nearly all actives have a fitted effect of over 60% in size
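Normalized to 6.5 mM cAMP, activity reflects EPAC1-catalysed release of BODIPY-GDP from Rap1B, followed kinetically over 30 min at 480 nm excitation, 540 nm emission. Reaction contained 100 nM EPAC1, 250 nM Rap1B-BODIPY-GDP, 50 uM GDP.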
TDP43 rescue: inhibitors of TDP-43 toxicity in yeast. TDP-43 expressing yeast growth rescue, BacTiter-Glo, 24 h. 410,000 tested, 1.8% active. Potency, µM (titrated, usually from 46.1 µM), without a hit: top-dose growth rescue (activation), actives largely listed as activators; further: % of control where 0% means no effect; nearly all actives have a fitted effect of over 50% in size
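Readout is BacTiter-Glo luminescence of cell growth, so inhibitors register as activators. TDP-43-expressing yeast at OD600=0.02 in galactose medium, after raffinose pregrowth to mid-log, were incubated with compound for 24 hr at 30 deg C.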
EPAC1 antag: antagonists of human EPAC1. EPAC1 GEF assay, Rap1b-BODIPY-GDP exchange fluorescence. Potency, µM (titrated, usually from 115 µM), for the others: top-dose activity change, negative = inhibition, actives largely listed as inhibitors. 360,000 tested, 0.14% active. AID 720709;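 further: plate controls were vehicle for no effect and positive control for full effect; nearly all actives have a fitted effect of over 50% in size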
EPAC2 ag: activates human EPAC2 exchange factor | 360,000 tested, 0.079% active | EPAC2 activation, biochemical qHTS; response scale: 100% = 6.5 mM cAMP response | Q8WZA2 | AID 720711 | Potency, µM (highest dose often 154 µM), for the others: top-dose activation, hits mostly activators; further: nearly all actives have a fitted effect of over 50% in size
Target sequence (Q8WZA2 whole entry, looked up): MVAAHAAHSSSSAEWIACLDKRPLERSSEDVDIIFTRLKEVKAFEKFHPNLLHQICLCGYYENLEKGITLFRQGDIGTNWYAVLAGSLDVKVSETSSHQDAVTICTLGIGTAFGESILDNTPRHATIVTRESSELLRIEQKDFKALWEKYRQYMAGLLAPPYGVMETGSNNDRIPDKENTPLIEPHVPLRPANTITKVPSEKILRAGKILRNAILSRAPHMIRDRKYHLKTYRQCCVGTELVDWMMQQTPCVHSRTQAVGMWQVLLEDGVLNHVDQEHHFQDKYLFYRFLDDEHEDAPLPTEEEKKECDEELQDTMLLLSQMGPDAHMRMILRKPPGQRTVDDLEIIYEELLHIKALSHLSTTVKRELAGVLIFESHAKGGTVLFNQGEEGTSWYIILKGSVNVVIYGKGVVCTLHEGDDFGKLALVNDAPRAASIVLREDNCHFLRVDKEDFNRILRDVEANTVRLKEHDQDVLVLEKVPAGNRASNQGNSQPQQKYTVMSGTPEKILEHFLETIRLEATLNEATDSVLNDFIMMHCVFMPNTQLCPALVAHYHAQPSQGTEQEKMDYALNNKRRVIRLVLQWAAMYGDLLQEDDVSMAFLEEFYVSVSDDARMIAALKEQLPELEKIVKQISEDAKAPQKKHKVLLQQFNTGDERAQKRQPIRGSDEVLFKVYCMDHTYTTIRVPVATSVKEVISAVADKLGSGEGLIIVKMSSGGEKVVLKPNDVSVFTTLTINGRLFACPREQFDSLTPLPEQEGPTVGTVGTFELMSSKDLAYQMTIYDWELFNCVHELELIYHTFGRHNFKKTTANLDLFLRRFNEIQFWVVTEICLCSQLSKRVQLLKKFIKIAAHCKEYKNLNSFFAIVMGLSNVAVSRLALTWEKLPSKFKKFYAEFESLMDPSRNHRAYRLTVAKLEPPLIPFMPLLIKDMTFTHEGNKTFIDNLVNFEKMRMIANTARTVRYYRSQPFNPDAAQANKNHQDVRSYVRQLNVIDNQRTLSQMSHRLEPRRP
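Nucleotide exchange monitored as fluorescence drop when BODIPY-GDP leaves Rap1B. Reaction: 100 nM EPAC2, 250 nM RAP1B-BODIPY-GDP, 50 uM GDP, room temperature, kinetic read over 30 min. Activity expressed relative to 6.5 mM cAMP.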
EPAC2 antagonist: antagonists of human EPAC2; Q8WZA2; EPAC2 GEF exchange of Rap1B-BODIPY-GDP, fluorescence; Potency, µM (titrated, usually from 114 µM), for inactives: at the highest dose activity, negative = inhibition, most hits filed as inhibitors; 360,000 tested, 0.18% active; further: on the % scale 0 is the no-effect control and ±100 the full control effect; nearly all actives have a fitted effect of over 45% in size; many of its hits are not listed in these tables
FUS suppressor: FUS proteinopathy suppression in yeast | S. cerevisiae FUS-expressing, growth rescue, OD600, 24 h | Potency, µM (titrated, usually from 76.6 µM), for the others: at the top dose growth rescue (activation), most hits filed as activators | 390,000 tested, 0.24% active | AID 1347120;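 further: plate controls were DMSO vehicle for no effect and reference control for full effect; nearly all actives have a fitted effect of over 55% in size; some results filed as inactive show a strong effect at the top dose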
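Yeast FUS proteinopathy model; galactose-induced FUS (2%), starting OD 0.005. Cpds in dilution series, 24hr, 30C, 99% humidity. Abs 600 nm growth. Pos ctrl CP55940 (top 92uM final); neg ctrl DMSO.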
PTHR1 agonist: agonists of human PTHR1 parathyroid hormone receptor | Q03431 | HEK293 GP2 PTHR1 cells, GloSensor cAMP luminescence, 1 h | Potency, µM (doses to about 115 µM), without a hit: top-dose activation, actives largely listed as activators | 410,000 tested, 0.075% active | AID 743266; further: nearly all actives have a fitted effect of over 55% in size; some results filed as inactive show a strong effect at the top dose; inactives centre near -15; many of its hits are not listed in these tables
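HEK-293-derived GP2 cells expressing PTHR1 and a GloSensor cAMP reporter, 3,000/well, plated overnight, given luciferin plus IBMX (each 0.5 mM as added) for 1 h at 37 °C, then compound for 1 h at 37 °C. Luminescence was read after 15 min at room temperature.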
aSyn rescue: alpha-synuclein toxicity inhibition in yeast. Yeast expressing alpha-synuclein, growth rescue, BacTiter-Glo, 24 h. Potency, µM (doses to about 46.1 µM), for the others: at the highest dose growth rescue (activation), actives largely listed as activators. 370,000 tested, 0.14% active. AID 652106; further: % of control where 0% means no effect; nearly all actives have a fitted effect of over 65% in size
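Rescue of yeast growth: cells expressing toxic alpha-synuclein, induced in galactose at OD600 0.02, incubated with compound 24 h at 30 C. ATP luminescence quantified growth; inhibitors of toxicity appear as activators.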
* hit, by the source's call; i = inactive; ? = inconclusive; . = no result given; & = joins results of further samples; [ ] = another dose, or the depositor's remark. The call rests on the fitted dose curve; in most records, active means well fitted curve in the direction sought with a large enough effect; inconclusive means small, poorly fitted or top-dose-only effect, or another doubt; inactive means no such curve, though single readings can be large; an effect the other way counts as inactive or inconclusive. Potency means the concentration at half of the fitted maximal effect. Not all compounds are listed (hit frequency here may not be typical).

Start of the data: the first two records, to show the layout:
SMILES	EPAC1 agonist	TDP43 rescue	EPAC1 antag	EPAC2 ag	EPAC2 antagonist	FUS suppressor	PTHR1 agonist	aSyn rescue
O=C(CSc1nnnn1C1CCCC1)c1ccc2c(c1)OCCO2	11%	-10%	4%	15%	-1%	11%	-75%[inhibitor][57.5 µM]	-6%
COCCNC(=O)CCCn1c(=O)c2cc(OC)c(OC)cc2n(CC(=O)Nc2ccccc2OC)c1=O	11%	12%	-23%	7%	3%	20%	i	0%

The listing, repeating the preview:
SMILES	EPAC1 agonist	TDP43 rescue	EPAC1 antag	EPAC2 ag	EPAC2 antagonist	FUS suppressor	PTHR1 agonist	aSyn rescue
O=C(CSc1nnnn1C1CCCC1)c1ccc2c(c1)OCCO2	11%	-10%	4%	15%	-1%	11%	-75%[inhibitor][57.5 µM]	-6%
COCCNC(=O)CCCn1c(=O)c2cc(OC)c(OC)cc2n(CC(=O)Nc2ccccc2OC)c1=O	11%	12%	-23%	7%	3%	20%	i	0%
Cc1cccc(NC(=O)COc2coc(CN3CCN(Cc4ccccc4)CC3)cc2=O)c1	-7%	-19%	-3%	6%	26%	22%	0%	1%
CCN(CC)CC1C(=O)N(c2ccc(OC)cc2)C1c1ccccc1 (stereo not drawn)	6%	-7%	2%	2%	2%	4%	i	-10%
Cn1ccc2cc(OCc3ccccc3)ccc21	-10%	24%	-22%	4%	6%	-2%	-29%	-2%
O=C(CNC(=O)c1ccccc1)OCCCOC(=O)CNC(=O)c1ccccc1	-1%	17%	9%	7%	16%	.	-17%	6%
NC(=S)c1cc2cc(Cl)ccc2oc1=O	1%	7%	-12%	6%	3%	15%	0%	3%
CCc1ccc(C(=O)Nn2c(C)nc3ccccc3c2=O)cc1	-5%	12%	5%	8%	0%	0%	-15%	-1%
Cn1c(=O)c2c(nc(Cl)n2Cc2ccncc2)n(C)c1=O	5%	-6%	2%	-3%	-3%	-22%	-2%[57.5 µM]	0%
Cc1ccc(C(=O)/C=C/NCc2ccc(F)cc2)cc1	0%	18%	-10%	16%	-16%	.	i	-8%
COc1ccc(N2CCN(C(=O)CN(C)S(=O)(=O)c3cccs3)CC2)cc1	-1%	?	-1%	6%	6%	5%&7%	-20%&-45%	16%
CC1CN(S(=O)(=O)c2ccc(NC(=O)CCN3C(=O)c4ccccc4C3=O)cc2)CC(C)O1 (stereo not drawn)	4%	8%	3%	-4%	4%	.	-1%	3%

Some entries already given with just EPAC2 ag, aSyn rescue and FUS suppressor.
canonical_smiles,EPAC2 ag,aSyn rescue,FUS suppressor
Cn1ccc2cc(OCc3ccccc3)ccc21,4%,-2%,-2%
O=C(CNC(=O)c1ccccc1)OCCCOC(=O)CNC(=O)c1ccccc1,7%,6%,.

(list continues)
SMILES	EPAC1 agonist	TDP43 rescue	EPAC1 antag	EPAC2 ag	EPAC2 antagonist	FUS suppressor	PTHR1 agonist	aSyn rescue
COc1ccc(CNC(=O)Nc2nnc([C@H]3C[C@H](O)[C@@H](CO)O3)s2)cc1	-13%	3%	-8%	8%	-4%	-11%	-18%	-7%
COc1cccc(CN2CCC(n3nccc3NC(=O)C3CC3)CC2)c1	-4%	24%	9%	5%	3%	21%	i	3%
O=C(CSc1ncn[nH]1)Nc1ccc(Cl)c(S(=O)(=O)N2CCOCC2)c1	-7%	-10%	-3%	0%	11%	12%	i	0%
OCC(O)CN(c1ccccc1)c1ccccc1 (stereo not drawn)	-2%	17%	-6%	2%	3%	3%	i	6%
COCCN(C(=O)CCC(=O)Nc1cccnc1)C(C(=O)NC1CCCCC1)c1ccccc1 (stereo not drawn)	-3%	-11%	-18%	1%	-12%	14%	7%	0%
CCN(CC(=O)Nc1ccccc1C(F)(F)F)C(=O)c1ccccc1SCC(=O)N1CCCC1	0%	18%	-6%	-2%	9%	1%	-30%	-6%
CC(=O)N1N=C(c2ccncc2)OC1(Cc1ccccc1)Cc1ccccc1	11%	13%	-15%	10%	-22%	28%	-35%[inhibitor]	1%
CCSc1ccc2nnc(-c3cccc(F)c3)n2n1	2%	-4%	10%	-7%	-3%	29%	i	8%
C=CCNC(=O)c1onc(CSc2ccc(C(C)C)cc2)c1C(=O)O	3%	8%	-1%	0%	-2%	-15%	-50%[inhibitor]	-22%
N#Cc1c2c(c(Nc3ccc(O)cc3)n3c1nc1ccccc13)CCC2	1%	-8%	24%	-1%	-2%	33%	i	1%
C/C(=N\NC(=O)c1cc(C)nc2ccccc12)c1ccncc1	4%	-6%	-20%	4%	4%	16%	-64%[inhibitor]	-13%
Nc1nc(SCCO)[nH]c(=O)c1NC(=O)c1ccco1	-1%	-7%	14%	5%	11%	-28%	-25%	-3%
COc1ccc(C(=O)N/C(=C\c2cccs2)C(=O)N2CCN(C)CC2)cc1OC	8%	-20%	-13%	3%	3%	10%	i	1%
CC(OC(=O)CNC(=O)c1ccc2ccccc2c1)C(=O)N(C)C1CCCCC1 (stereo not drawn)	-9%	-3%	-10%	-7%	4%	16%	-9%	5%
O=S(=O)(c1ccc(-c2csc(=Nc3ccccc3)n2CCCN2CCOCC2)cc1)N1CCOCC1	2%	12%	-8%	6%	-12%	-15%	-22%[57.5 µM]	1%
O=C(Cn1c(=O)oc2cc(S(=O)(=O)N3CCCC3)ccc21)N1CCCC1	-4%	29%	-10%	9%	-1%	-7%	i	-7%
CCCCNC(=O)CC1N=C2c3ccccc3N=C(SCC(=O)Nc3cccc(OC)c3)N2C1=O (stereo not drawn)	0%	5%	-15%	2%	-2%	2%	-22%	2%
O=C(NNS(=O)(=O)c1cccc(Cl)c1)c1cc(-c2ccc(F)cc2)nc2ccccc12	2%	-12%[9.22 µM]	-16%	-6%	9%	?	-27%	-2%
COc1ccc(C2CC(c3c(-c4ccccc4)c4cc(Cl)ccc4[nH]c3=O)=NN2S(C)(=O)=O)cc1 (stereo not drawn)	-10%	1%	6%	7%	10%	8%	i	-5%
Cn1c(SCC(=O)N2CCN(C(=O)c3ccco3)CC2)nnc1-c1ccc(NS(C)(=O)=O)cc1	11%	-2%	17%	4%	22%	21%	i	2%
CC1(C(=O)NCc2cccs2)Cc2c(-c3ccc(C(N)=O)cc3)ccnc2O1 (stereo not drawn)	-4%	20%	11%	2%	2%	-15%	-26%	4%
Cc1ccsc1/C=C1/SC(=O)N(CC(=O)N2CCCC2)C1=O	0%	-3%	-8%	3%	0%	-11%	-23%	1%
O=C(COC(=O)CCc1c[nH]c2ccccc12)Nc1ccc([N+](=O)[O-])cc1	-5%	-13%	-5%	-4%	5%	.	-12%	4%
COc1ccc(N2CCN(Cc3cc(=O)oc4ccc(C)cc34)CC2)cc1	4%	-4%	0%	1%	-2%	-6%	i	3%
CCCCOP(=O)(OCCCC)C(Nc1ccccc1)c1ccc2c(c1)OCO2 (stereo not drawn)	-15%	3%	?	-8%	-14%	.	-12%	13%
CN1CCN(C(=O)c2ccccc2-c2nc(-c3ccc(Cl)cc3)no2)CC1	-4%	-23%	9%	1%	11%	4%	-9%[57.5 µM]	4%
CCN(CC)CCNC(=S)N1CCn2c(nc3ccccc32)C1	12%	-8%	-10%	7%	-3%	24%	-10%	-10%
CCOC(=O)C(/C(N)=N/C(=O)Nc1ccccc1)=C(\C)O	-6%	-8%	8%	-9%	1%	27%	i	-23%
CN1C(=O)C(C)(C)c2cc(S(=O)(=O)N3CCCC3C(=O)NCc3ccc(F)cc3)ccc21 (stereo not drawn)	-10%	8%	15%	10%	0%	-3%	-20%	-6%
CN1CCN(c2ccc(Cl)cc2NC(=O)C2COc3ccccc3O2)CC1 (stereo not drawn)	-3%	10%	-1%	-4%	-16%	3%	-13%	4%
Cc1ccc(C(=O)COC(=O)CCC(=O)Nc2cccc(Cl)c2)cc1[N+](=O)[O-]	-2%	4%	3%	0%	8%	7%	i	-8%
CSc1nnnc2ccccc12	-4%	?	0%	1%	-2%	-7%	i	2%
CCOC(=O)Cc1csc(NC(=O)c2ccc(Br)cc2)n1	15%	13µM*	-4%	14%	2%	9%	-41%[inhibitor]	-9%
COc1cccc(/C=C/c2nc(S(=O)(=O)c3ccccc3)c(N3CCC(C(N)=O)CC3)o2)c1	4%	6%	2%	11%	7%	-18%	i	-1%
Cc1nn(CCOc2ccccc2)c(=O)n1-c1cccc(F)c1	-2%	13%	-6%	-4%	3%	20%	-10%[57.5 µM]	5%
CCCc1ccc(C(O)c2ncc(-c3ccccc3)[nH]2)cc1 (stereo not drawn)	-10%	25%	-24%	-10%	?	-9%	-36%	7%
Cn1nc(C(C)(C)C)cc1C(=O)NNC(=O)c1ccccc1Cl	4%	8%	-23%	6%	7%	4%	-15%	4%
O=C(NCCCN1CCOCC1)c1cccc(S(=O)(=O)N2CCc3ccccc32)c1	2%	13%	4%	7%	-12%	9%	-49%[inhibitor]	4%
CCCCOCCCNC(=O)N[C@H](C(=O)OC)C(C)CC (stereo partly drawn)	2%	-4%	-8%	4%	-2%	-2%	i	-1%
CCC(=O)NCc1ccc2[nH]c(C)cc2c1	9%	19%	-6%	7%	-4%	9%	-1%	-7%
CCCn1c(CC)nc([N+](=O)[O-])c1S(=O)(=O)c1ccccc1	-3%	25µM*	1%	-11%	-1%	7%	-16%[57.5 µM]	6%
CCC(C)C(=O)Nc1nnc(CCc2ccccc2)s1 (stereo not drawn)	-6%	20µM*	0%	-3%	-2%	7%	-4%	6%
CCSc1nc2ccccc2c(=O)n1CCc1ccc(OC)c(OC)c1	9%	18µM*	-1%	10%	?	?	-29%	?
O=C(COc1ccc(Br)cc1)NNC(=O)Cc1ccc(S(=O)(=O)N2CCOCC2)s1	4%	12%	8%	8%	-3%	9%	-31%[inhibitor]	-5%
O=c1cc(CN2CCN(c3cccc(C(F)(F)F)c3)CC2)nc2sccn12	2%	5%	11%	-10%	-8%	7%	-17%	-3%
CCOc1ccc(C(=O)NCC(=O)OCc2c(C)noc2C)cc1	-7%	22%	-16%	9%	2%	11%	i	1%
COC(=O)C1=C(N)N(c2ccccc2F)C2=C(C(=O)CC(C)(C)C2)C1c1ccc(OC)c(OC)c1 (stereo not drawn)	2%	-15%	?	6%	-15%	.	-23%	0%
O=C(c1ccccc1-n1cccn1)N1CCc2c([nH]c3ccccc23)C1c1ccccn1 (stereo not drawn)	9%	7%	-7%	14%	-11%	41%	i	1%
